# High-throughput results as filed in PubChem BioAssay.
# DENV2 CPE rescue: protects cells from dengue virus 2 cytopathic effect; DENV2-infected cells, cytopathic effect rescue, plate reader; CPE inhibition, % at 9.99 µM; 350,000 compounds, 1.7% hits; in the data active means CPE inhibition above about 20%, passing the limit was not always enough; inconclusive means no clear call, values can overlap the other calls; tested in BHK-21 cells;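 further: 0% = median of neutral control wells and 100% = median of positive control wells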
# EWS-Fli inh: blocks EWS/Fli oncoprotein-driven transcription; A673 NR0B1-luciferase reporter, viability-normalised; inhibition, % at 12.6 µM; 350,000 compounds, 0.67% hits;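 active means mean inhibition of at least 50% after viability correction, with every replicate also passing that limit; inconclusive means mean reaches 50% but only one of two replicates passes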;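 further: firefly luciferase signal divided by Alamar Blue viability fluorescence both relative to DMSO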
# INS-1E GSIS act: primary screen for activators of insulin secretion dependent on glucose, INS-1E cells, GLuc reporter luminescence. INS-1E GLuc reporter insulin secretion, 2-3 h. activation, % at 16.6 µM. 370,000 compounds, 0.61% hits;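 active means lowest replicate activation of at least 40%, so every replicate reaches that level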;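 further: 0% = median of neutral control wells and 100% = median of IBMX positive control wells; some compounds called inactive have numbers as strong as hits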
# FN deposition inh: fibronectin deposition inhibition; AH1F fibroblasts, Alexa488-fibronectin deposition fluorescence, overnight; inhibition, % at 12.6 µM; 350,000 compounds, 0.086% hits; AID 743247;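 active means mean inhibition across replicates of 30% or more, regardless of how many single replicates reach that level; inconclusive means mean under 30% yet at least half of replicates reach 30%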;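 further: positive control wells lacked labelled fibronectin entirely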
#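 test system = AH1F fibroblasts assembling fluorescent fibronectin matrix | quantity = 10000 AH1F cells per well | buffer or medium = DMEM plus 2% serum, read in PBS | doses = single dose, pinned | incubation = 1 h cell attachment, overnight exposure to compound and label | detection = fluorescence at 485 nm excitation, 525 nm emission | read-out basis = inhibition from reduced deposited-fibronectin fluorescence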
# F508del corr: CFTR F508del correction in bronchial cells; CFBE cells, YFP halide quenching; stimulated with forskolin plus potentiator P3; % fluorescence drop versus neutral controls; activity (quench increase), % at 7.58 µM; 350,000 compounds, 0.36% hits;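 active means mean added fluorescence quench of at least 8% versus neutral control, with both replicates also reaching 8%; inconclusive means only one of the mean or replicate conditions met; inactive means mean below 8% and not both replicates reaching 8%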;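 further: cells transiently co-express mutant CFTR-F508del with the halide-sensitive YFP; corrector assay measuring rescue of mutant channel to the surface after 24 h compound exposure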
# miR-122 sensor: blocks miR-122 activity in Huh7 sensor cells. Huh7 miR-122 Renilla luciferase sensor, 48 h; neutral wells = 0, positive control = 100. activation (reporter increase), % at 12.5 µM. 340,000 compounds, 0.3% hits. AID 602342;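 active means mean replicate activation score at least 90 and every replicate individually at or above 90; inconclusive means only one of the two criteria met; inactive means neither criterion met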;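 further: higher luciferase means less miR-122 activity so hits act as miR-122 inhibitors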
# PAX8 reporter: inhibitors of PAX8 transcriptional activity in RMG-I cells. inhibition, % at 12.6 µM. 360,000 compounds, 1.2% hits. RMG-I TPO-luciferase reporter, SteadyGlo, 24 h. AID 652154;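 active means mean replicate inhibition at least 60% with every replicate also reaching 60%; inconclusive means only one of the two criteria is met; inactive means mean below 60% and not all replicates reaching 60%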;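 further: luciferase light reporting Pax8 driven TPO promoter activity; plate controls were median of neutral control wells for no effect and mitoxantrone controls for full effect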
# Active calls of the source: *; u = inconclusive; x = no result given; & = joins results of further samples; ! = a repeat was not active; [ ] = remark or other dose.
SMILES,DENV2 CPE rescue,EWS-Fli inh,INS-1E GSIS act,FN deposition inh,F508del corr,miR-122 sensor,PAX8 reporter
Cc1ccc(C)c(C2NC(=O)c3ccccc3N2)c1 (stereo not drawn),5,41,5,16,8.8*,x,-3
C[C@H](CO)N1C[C@H](C)[C@H](CN(C)C(=O)Nc2ccc(F)cc2)Oc2ccc(NS(=O)(=O)c3cccs3)cc2C1=O,-4,1,8,5,-0.1,-1[16.7 µM],x
Cc1cc(C)n(-c2ccc(C(=O)N3CCN(S(=O)(=O)c4ccc(Br)cc4Cl)CC3)cc2)n1,-1,21,x,-6,2.2,-5,8
CCn1c(C)[n+](CCOCC[n+]2c(C)n(CC)c3cc(Cl)c(Cl)cc32)c2cc(Cl)c(Cl)cc21,x,3,8,x,0.5,x,x
C[C@H]1CN([C@@H](C)CO)C(=O)CCCn2cc(nn2)CO[C@H]1CN(C)C(=O)Nc1ccccc1,x,5,-6,4,1.9,3[16.7 µM],-18
Cc1ccc(S(=O)(=O)NCCC(=O)NCC(=O)Nc2c(C)cccc2C)cc1C,10,3,17,17,-5.7,-3,-9
CO[C@@H]1CN(C)C(=O)c2ccc(NS(=O)(=O)c3ccc(C)cc3)cc2OC[C@@H](C)N(Cc2nccs2)C[C@H]1C,-6,7,-26,-4,0.7,x,18
COc1ccc([C@H]2[C@H](C(=O)OC(C)(C)C)N3N=Cc4ccccc4C3C23C(=O)c2ccccc2C3=O)c(OC)c1 (stereo partly drawn),x,x,-13,x,x,12,15
CC1(C)NC(=O)N(CC(=O)OCC(=O)Nc2cccc(S(N)(=O)=O)c2)C1=O,-2,-13,20,-13,1.0,x,-9
NC1=NC(=O)/C(=C/c2cc(Br)c(O)c(Br)c2)S1,-2,13,-43,-6,-3.7,x,-1
CNC(=O)C[C@H]1CC[C@H]2[C@@H](COc3ccc(NC(=O)Nc4cccc(C)c4)cc3C(=O)N2C)O1,-6,-2,3,-3,0.6,7[16.7 µM],6
COc1ccc(S(=O)(=O)Nc2ccc3c(c2)C(=O)N([C@H](C)CO)C[C@@H](C)[C@H](CN(C)C(=O)NC(C)C)OCCCC[C@@H](C)O3)cc1,-3,-2,-8,x,-1.9,-1[16.7 µM],-3
CN1CCCCN2[C@H](CO)[C@@H](c3ccc(Br)cc3)[C@@H]2C1,-5,-2,-5,x,1.8,12[16.7 µM],-33
C[C@H](CO)N1C[C@H](C)[C@@H](CN(C)Cc2ccccn2)Oc2ncc(C#Cc3ccc(F)cc3)cc2C1=O,-8,7,-1,x,-0.8,-9[16.7 µM],x
COCC(=O)N1C[C@H](C)[C@H](OC)CN(C)C(=O)c2cc(NC(=O)c3cc(C)on3)ccc2OC[C@@H]1C,0,7,25,6,5.0,x,11
C[C@H]1CN([C@@H](C)CO)S(=O)(=O)c2ccc(-c3ccccc3)cc2O[C@H]1CN(C)Cc1cccnc1,-3,-4,-1,-9,-2.8,-5[16.7 µM],2
Cc1nc(C(=O)NNC(=O)Nc2ccccc2)cs1,-1,2,-8,-4,0.4,1,-26
COc1cccc(C(=O)C2CCCN(Cc3cccc(-n4nc(C)cc4C)c3)C2)c1 (stereo not drawn),-5,11,-7,-4,x,x,16
Cc1cccc(-c2cnc(C(O)Cc3ccccc3)[nH]2)c1 (stereo not drawn),1,-54,x,-3,-0.7,9,-77
COc1ccc(CN(C)C[C@@H]2OCCCC[C@H](C)Oc3ccc(NS(=O)(=O)c4ccc(OC)cc4)cc3C(=O)N([C@@H](C)CO)C[C@@H]2C)cc1,u,69*,-14,1,3.3,2[16.7 µM],-9
CCC(C)C1C(C#N)=C(N)Oc2n[nH]c(C)c21 (stereo not drawn),16,6,9,2,-0.3,0,-4
O=C1c2ccccc2[C@@H]2C[C@@H](O)[C@H](Nc3ccccc3)CCN12,-5,12,23,7,-1.1,-3,17
COc1cc(C(=O)c2cc3c(cc2C)OCO3)cc(OC)c1OC,-18,58*,13,-20,-1.2,47,84*
COc1ccc(OC)c(NC(=O)C(CCSC)NS(=O)(=O)c2cccs2)c1 (stereo not drawn),8,3,1,7,-0.5,2,-14
Cc1ccc(S(=O)(=O)Nc2ccc3c(c2)C(=O)N([C@@H](C)CO)C[C@@H](C)[C@@H](CN(C)CC2CC2)OCCCC[C@@H](C)O3)cc1,63*!,8&-3,5&7,-16&0,4.4&-2.1,-4,-1&29
CCOc1ccc(C(=O)NCC(=O)N2CCN(c3ccc(C(F)(F)F)cn3)CC2)cc1,2,-5,29,1,-3.1,-7,-9
CN(C)C(=O)[C@@H]1[C@@H](CO)[C@@H]2Cn3c(cccc3=O)[C@@H]2N1CCc1ccccc1,-9,4,-1,x,2.7,0[16.7 µM],5
CCCNC(=O)CCc1c(C)nc2c(c(C)nn2-c2ccc(C)cc2)c1C,-2,7,20,4,2.1,x,14
O=C(Nc1ccccc1F)N1CC(=O)N2[C@H](C1)[C@@H](c1ccc(C#Cc3ccc(F)cc3)cc1)[C@@H]2CO,-2,x,-17,x,4.8,x,x
Cc1cc2cccc(C)c2nc1SCC(=O)NNC(=O)c1ccco1,-4,1,-14,1,0.3,0,3
C[C@H]1CN([C@@H](C)CO)S(=O)(=O)c2ccc(C#CC3(O)CCCC3)cc2O[C@H]1CN(C)C(=O)Cc1cccnc1,19,20,2,-10,x,1[16.7 µM],0
CC(=O)c1cccc(NC(=O)/C(=C\c2ccco2)NC(=O)c2ccco2)c1,2,2,-5,7,4.0,x,-19
CN1CCN(C(=O)C[C@H]2CC[C@H](NS(=O)(=O)c3cccc(F)c3)[C@H](CO)O2)CC1,-3,4,5,0,1.8,x,-28
Cc1cccc(/C=N/NC(=O)c2ccc(F)cc2)n1,-2,-22,3,0,-2.6,8,-23
CO[C@H]1CN(C)C(=O)c2ccc(NC(=O)c3cnccn3)cc2OC[C@@H](C)NC[C@H]1C,x,1,3,-13,-0.7,x,x
CCCCn1c(N)c(N(CC(C)C)C(=O)CSCc2c(C)noc2C)c(=O)[nH]c1=O,5,-4,16,5,1.5,3,0
c1ccc2c(C(c3nnnn3-c3ccc4c(c3)OCCO4)N3CCCC3)ccnc2c1 (stereo not drawn),10,-3,14,-2,-2.4,x,-5
O=C(CCS(=O)(=O)c1cccc2nonc12)NCCc1ccccc1Cl,x,x,x,-10,x,6,15
COc1ccc(Cl)cc1NC(=O)c1cccc([N+](=O)[O-])c1O,-4,-16,-25,4,-2.3,-7,1
CCCCn1c(-c2cccs2)nc2oc3ccccc3c(=O)c2c1=O,-4,1,1,0,1.4,x,12
CCCN(C)C[C@@H]1Oc2cc(-c3ccc(C)cc3)ccc2S(=O)(=O)N([C@@H](C)CO)C[C@@H]1C,10,20,2,-5,-1.9,2[16.7 µM],x
COCc1nnc(NC(=O)c2cccc(NC(=O)C(C)C)c2)s1,10,-41,3,0,0.2,-2,-47
CC(C)CC#Cc1ccc2c(c1)O[C@@H](CN(C)Cc1ccncc1)[C@H](C)CN([C@@H](C)CO)S2(=O)=O,3,34,-26,x,2.8,0[16.7 µM],87*
CNc1cncc(-c2ccc(C)cc2)n1,2,-93,0,4,-1.4,-2,-179
CS(=O)(=O)N1CCc2cc(S(=O)(=O)Nc3ccc4c(c3)OCCO4)ccc21,-9,8,-10,x,-2.5,82,x
CC(C)N(CC(=O)Nc1ccc(Cl)cc1C(F)(F)F)C(=O)CCl,-1,34,11,-3,-0.3,x,92*
COc1ccc(NC(=O)Nc2cccc3c2O[C@@H](CN(C)S(=O)(=O)c2ccc(OC)cc2)[C@@H](C)CN([C@@H](C)CO)C3=O)cc1,0,-41,-15,x,-3.0,8[16.7 µM],-23
O=C(CCN=C1NS(=O)(=O)c2ccccc21)N1CCc2ccccc2C1,x,-5,13,5,1.2,x,-1
CCOc1nc(NCCO)nc(Nc2cc(Cl)ccc2OC)n1,-7,4,-4,-7,-1.3,16,13
COc1cccc(S(=O)(=O)N[C@H]2C=C[C@H](CC(=O)NCc3ccc(F)cc3)O[C@H]2CO)c1,-5,-3,5,5,2.2,x,8
C/C(=N\NC(=O)CSc1nc(C)cc(C)n1)c1ccc2c(c1)OCCO2,-5,-25,5,-3,-0.5,x,-1
CC(=O)Nc1ccc(S(=O)(=O)Nc2ccc(S(=O)(=O)Nc3nccs3)cc2)cc1,-4,-1,10,3,1.0,x,-12
COc1ccc(NC(=O)Nc2ccc3c(c2)C(=O)N([C@H](C)CO)C[C@H](C)[C@H](CN(C)C(=O)Nc2ccc(OC)cc2)OCCCC[C@H](C)O3)cc1,9,2,-13,-1,-0.5,3[16.7 µM],-21
C[C@H](CO)N1C[C@H](C)[C@H](CN(C)Cc2ccccc2)Oc2c(NC(=O)C3CC3)cccc2C1=O,-2,-1,-3,x,-3.0,36[16.7 µM],-11
O=C(Cn1cnc2c(NCc3ccccc3)ncnc21)NCc1nc2ccccc2[nH]1,-1,-11,3,7,2.3,-6,-17
O=C1NC[C@H](Cc2ccccc2)N(CC2CCCCC2)C1=O,-7,4,1,1,-1.5,-2,-7
O=C(Cc1ccc(NC2=NC3CS(=O)(=O)CC3S2)cc1)N1CCN(c2ccc(F)cc2)CC1 (stereo not drawn),-2,-2,-5,-3,0.7,-6,3
Cc1ccc(S(=O)(=O)NN2C(=O)c3ccccc3NC2C)cc1 (stereo not drawn),u,-1,11,20,x,x,14
CCOC(=O)N1CCN(C(=O)CNC(=O)c2nn(-c3ccc(OC)cc3)c(=O)c3ccccc23)CC1,x,x,x,-18,x,1,-20
O=c1cc(CN2CCN(S(=O)(=O)c3cccc(Cl)c3)CC2)c2ccc(O)cc2o1,7,5,20,-6,3.6,3,14

# (listing goes on)
SMILES,DENV2 CPE rescue,EWS-Fli inh,INS-1E GSIS act,FN deposition inh,F508del corr,miR-122 sensor,PAX8 reporter
CCOc1ccccc1NC(=O)Cc1cccs1,-1,5,8,2,-4.4,8,22
O=C(C[C@H]1CC[C@@H](NC(=O)CC2CC2)[C@H](CO)O1)NCc1ccccc1,-2,-12,22,x,-0.9,x,x
Cc1ccnc(SCC(=O)c2ccc(Br)s2)n1,-2,-28,-6,1,0.5,1,-44
Cc1ccc(NC(=O)c2c(C)nc(Nc3nc4ccccc4o3)nc2C)cc1,x,x,-3,-19,x,-2,0
NNC(=O)c1cccc(O)c1,x,x,43*,-6,x,1,-4
CC1(C)OC(=O)C(=CNCCc2ccc(O)cc2)C(=O)O1,-5,-4,13,7,0.5,0,-20
O=C(NCC1CCCC(CNC(=O)N2CCc3ccccc32)C1)N1CCc2ccccc21 (stereo not drawn),x,x,x,-13,x,-2,1
CC(=O)c1c(C)[nH]c(C(=O)CN2C(=O)NC(C)(c3ccc4c(c3)OCCO4)C2=O)c1C (stereo not drawn),-1,4,-4,-1,4.1,x,0
Cc1ccc(S(=O)(=O)NCCC(=O)NNC(=O)c2ccccc2Cl)cc1C,-6,5,-7,3,0.3,1,1
Cc1onc(-c2c(Cl)cccc2Cl)c1C(=O)NCc1cccs1,15,5,x,-1,x,x,1
COCC(=O)N1CCCCN2[C@@H](CO)[C@@H](c3ccc(C#Cc4ccccc4)cc3)[C@@H]2C1,9,-35,-11,x,3.9,7[16.7 µM],-10
